Assay outcomes from PubChem.
RMI-FANCM inh: disruptors of RMI1/RMI2 association with MM2 peptide – biochemical, fluorescence polarization, human, primary screen; RMI core complex (RMI1/RMI2) binding to FANCM MM2 peptide, human; RMI core complex with F-MM2 peptide; active compounds read low; FP signal (polarization) at 33 µM; hit rate 0.58% among 70,000; AID 1159607, 2016; in the data active = FP signal below about 40; note: inactives centre near 61; strong numbers were not always called active; unit not given here
* = called active by the depositor; & = joins results of further samples. Not all compounds are listed, so the mix of outcomes need not match the whole.

molecule | RMI-FANCM inh
O=C1CCCN=C(N(C(=O)c2ccco2)c2cccc(C(F)(F)F)c2)S1 | 39
Cc1noc(C)c1S(=O)(=O)N1CCN(c2ccccn2)CC1 | 52
CC(C)(Oc1ccc(Cl)cc1)C(=O)N1CCN(Cc2nc(C3CC3)cs2)CC1 | 61
CC1(C)C2CC[C@](C)(C2)C1NC(=O)c1cccc(C(F)(F)F)c1 (stereo partly drawn) | 62
Cn1cc(C(=O)Nc2nc3ccccc3s2)c2nn(-c3ccccc3)c(=O)c-2c1 | 54
CC1(C)CC(=O)C=C(Sc2nc3cc(Cl)ccc3s2)C1 | 63
Cn1cc(C(F)(F)F)nc1-c1ccc(OCC(O)CNCCOc2ccc(O)c(C(N)=O)c2)cc1 (stereo not drawn) | 56
Cc1nn(C2CCS(=O)(=O)C2)c(C)c1S(=O)(=O)NCc1ccc2c(c1)OCO2 (stereo not drawn) | 58
COC(=O)c1ccc2c(=O)n(CC(=O)NCCN3CCc4ccccc4C3)c(=S)[nH]c2c1 | 60
Cc1csc(NC(=O)CSc2nnc(-c3cccnc3)o2)n1 | 55
CN1CCN(c2cc(OCCNC(=O)Nc3ccc(F)c(F)c3)ncn2)CC1 | 61
COc1cccc2sc(NC(=O)Cc3ccc(SC)cc3)nc12 | 70
COc1cc(OC)cc(N2C(=O)C3N=NN(c4cc(OC)cc(OC)c4)C3C2=O)c1 (stereo not drawn) | 62
O=C(Nc1cccc(-c2cnco2)c1)C1COc2ccccc2O1 (stereo not drawn) | 54
CCc1ccc(OC)c(S(=O)(=O)NCCN2CCN(c3ccccc3OC)CC2)c1 | 63
COc1ccc(C(=O)N2N=C(c3cccs3)CC2c2cccc(OC)c2O)cc1 (stereo not drawn) | 55
Cc1ccc(S(=O)(=O)N2CCCCC2)cc1 | 57
CCOc1cccc2sc(N(CCCN(C)C)C(=O)c3ccc(S(=O)(=O)N(C)CC4CCCO4)cc3)nc12 (stereo not drawn) | 90
CCOC(=O)c1cc(OC(C)=O)c2ccc(OC)c(OC)c2c1 | 48
Cc1cc(C)c(S(=O)(=O)N2CCC(c3nc4ccccc4[nH]3)CC2)c(C)c1 | 59
FC(F)(F)c1cccc(N/N=C\c2nc3ccccc3s2)c1 | 52
CCOCCOc1ccc2oc(C(=O)CC(=O)OCC)cc(=O)c2c1 | 53
O=c1ccc(-c2ccc(F)cc2)nn1CCNS(=O)(=O)c1ccc(Cl)c(Cl)c1 | 67
COc1ccc(OC)c(-n2c(N)c(C(=O)NCC3CCCO3)sc2=S)c1 (stereo not drawn) | 61
CCOC(=O)N/N=C\c1cc(C(F)(F)F)cc(C(F)(F)F)c1 | 57
CCCOC(=O)CCN1C(=O)/C(=C/c2ccccc2F)SC1=S | 58
COc1cccc(CCNC(=O)Cn2cnc(-c3ccc(C)cc3)cc2=O)c1 | 88
Cc1ccc(Cc2nnc(NC(=O)c3ccc([N+](=O)[O-])o3)o2)cc1C | 63
N#CCCC1C(=O)CCCC1=O | 55
Cc1ccc(C)c2sc(N(Cc3ccccn3)C(=O)c3ccc(N(C)C)cc3)nc12 | 83
Cn1c(CSc2cccs2)nnc1SCC(=O)Nc1ccc(F)cc1F | 57
C[C@@H]1C[C@H]2[C@@H]3C[C@H](F)C4=CC(=O)C=C[C@]4(C)[C@@]3(F)[C@@H](O)C[C@]2(C)[C@@]1(O)C(=O)CO | 58
O=C(CC1CCCCN1S(=O)(=O)c1ccc(F)cc1)Nc1ccc(Cl)cc1 (stereo not drawn) | 70
COc1ccc2nc(-c3ccc(C)c(NS(=O)(=O)c4ccccc4Cl)c3)cn2n1 | 70
Cc1ccc(S(=O)(=O)N(C)CC(O)Cn2cc(C=C3C(=O)CC(C)(C)CC3=O)c3ccccc32)cc1 (stereo not drawn) | 54&53
CC(=O)O[C@]1(C(C)=O)CC[C@H]2[C@@H]3C[C@H](C)C4=CC(=O)CC[C@]4(C)[C@H]3CC[C@@]21C | 62
Cc1csc(CN2CCN(C(=O)c3ccc(Br)o3)CC2)n1 | 62
CC(=O)Nc1ccc(NC(=O)CSc2nc(-c3ccccc3C)nc3c2c(=O)n(C)c(=O)n3C)cc1 | 107
CCOC(=O)CNC(=O)CSc1nc(CC)cc(=O)[nH]1 | 63
CC(=O)c1c(-c2ccccc2)[nH]c2ccccc12 | 59
O=C(CCc1csc(NS(=O)(=O)c2ccccc2)n1)NCCc1c[nH]c2ccccc12 | 64
Cc1ccc(S(=O)(=O)C(NC=O)C(Cl)(Cl)Cl)cc1 (stereo not drawn) | 61
Oc1[nH]c2ccc(F)cc2c1N=NC(=S)NC1CC2C=CC1C2 (stereo not drawn) | 44
O=C(/C=C/c1cccs1)Nc1nnc(-c2ccc(C(F)(F)F)cc2)o1 | 73
Cc1ccc(NC(=O)c2nc(NCc3cccnc3)ncc2Cl)cc1 | 73
COc1cccc(-n2c(Cc3cc(=O)[nH]c(=O)[nH]3)nnc2SCC(=O)NCc2ccco2)c1 | 60
Cc1c([N+](=O)[O-])cc(S(=O)(=O)NCCOc2cccc(C(F)(F)F)c2)cc1[N+](=O)[O-] | 60
COc1ccc(S(=O)(=O)Nc2ccc3oc(C)c(C(=O)O)c3c2)cc1 | 57
CC(C)C(=O)Nc1ccc(SCc2ccccc2)nn1 | 65
COc1ccc(C2CC(=O)c3c(SCc4ccccc4)sc(C#N)c3C2)cc1 (stereo not drawn) | 55
Cc1ccc2nc(-c3ccc(N)cc3)[nH]c2c1 | 56
O=C(Nc1ccc2c(c1)CN(C(=O)c1ccco1)CC2)c1ccc(-c2ccccc2)cc1 | 66
COc1cc(C(=O)Nc2nnc(SCC(=O)Nc3nc4ccccc4s3)s2)c([N+](=O)[O-])cc1OC | 63
COc1ccc(O)c(C=Nc2cc(C)ccn2)c1 | 51
COc1ccc(S(=O)(=O)NC(N)=NCCc2ccc(Cl)cc2)cc1OC | 64
Cn1ccc(C(=O)Nc2nc3ccc(S(N)(=O)=O)cc3s2)n1 | 68
Cn1nc(C(C)(C)C)cc1N | 55
Cc1nnsc1C(=O)Nc1ccc2c(c1)OCCO2 | 55
Cc1nnc(-c2cccc([N+](=O)[O-])c2)o1 | 66
Cc1ccc(N2C(=O)C=C(Sc3ccc(C(C)(C)C)cc3)C2=O)cc1 | 54

Next part:
molecule | RMI-FANCM inh
CCN(Cc1nc2ccccc2n1C)c1ccccc1 | 60
O=C(Nc1nc2ccc([N+](=O)[O-])cc2s1)c1cccc2ccccc12 | 69
CCc1ccc(N2C(=O)C3N=NN(Cc4ccccc4C)C3C2=O)cc1 (stereo not drawn) | 65
Cc1nc(-c2cccnc2)sc1CCNS(=O)(=O)c1cccs1 | 62
N#C/C(=C\c1cc2ccccc2o1)S(=O)(=O)c1ccccn1 | 55
COc1ccc(C(=O)NCCCn2ncccc2=O)c(OC)c1 | 61
Cc1nc(-n2nc(-c3ccco3)cc2NC(=O)c2ccco2)[nH]c(=O)c1C | 46
CC(C)c1ccc(NC(=O)NC(=O)c2ncon2)cc1 | 62
CSc1nc(N)nc(-c2cccs2)n1 | 54
CCOC(=O)N1CCc2c(sc(NC(=O)c3cccc(SC)c3)c2C(N)=O)C1 | 95
COc1ccc2c(C)cc(SCC(=O)c3ccc4c(c3)OCCO4)nc2c1 | 86
COc1ccc(OC)c2sc(NC(=O)C3CCCCN3S(C)(=O)=O)nc12 (stereo not drawn) | 67
CC(C)=NNc1nc2c(c(=O)n(C)c(=O)n2C)n1C | 53
Cc1onc(-c2c(Cl)cccc2Cl)c1C(=O)NCc1csc2ccccc12 | 59
O=C(CSc1ccc(Cl)cc1)N1CCCC1 | 56
COc1cc(C)c(C)cc1S(=O)(=O)N1CCN(c2ccc(-c3ccco3)nn2)CC1 | 72
COc1ccc(-c2csc(NC(=O)c3ccc(S(=O)(=O)N4CCC(C)CC4)cc3)n2)cc1C | 77
O=C(O)CSCCc1ccccc1 | 60
CC(C)(C)c1csc(CN2CCN(CC(=O)N3CCCC3)CC2)n1 | 59
O=C(CSc1ccc2ccccc2n1)Nc1ccccc1F | 70
CCC/C=N\NC(=O)c1cccc(O)c1 | 67
COc1ccc(-c2cc(=O)c3c(O)cc(O)cc3o2)cc1 | 48
Cc1ccc(S(=O)(=O)N(CCN2C(=O)c3ccccc3C2=O)CCN2C(=O)c3ccccc3C2=O)cc1 | 56&62
CC1(C)COc2cc(NC(=O)Cc3ccc(Cl)cc3)ccc2NC1=O | 53
Nc1ncnc(Nc2ccccc2C(F)(F)F)c1[N+](=O)[O-] | 61
CCOc1ccc(-c2csc(-n3nc(C)cc3NC(=O)c3cccc([N+](=O)[O-])c3C)n2)cc1 | 73
Cc1ccc(-n2c(=O)[nH]c3c(C(N)=O)nc(-c4ccc(OCc5ccccc5)cc4)nc32)cc1C | 153
Cc1nnc(SCc2ccccn2)c2c1cnn2-c1ccccc1 | 63
O=c1ccc(-c2ccc(F)cc2)nn1Cc1nc(-c2cccc(Br)c2)no1 | 97
COC(=O)c1ccc(CSc2nn3c(=O)c(C)nnc3s2)o1 | 58
Cc1nn(-c2ccccc2)c2nc3nc(-c4ccc([N+](=O)[O-])cc4)[nH]c(=O)c3cc12 | 58&58
O=C(O)C[C@H](O)C[C@H](O)/C=C/c1c(C2CC2)nc2ccccc2c1-c1ccc(F)cc1 | 61
CNC(=O)c1c(NC(=O)c2ccc(S(=O)(=O)N3CCOCC3)cc2)sc2c1CCC(C)C2 (stereo not drawn) | 56
COc1ccccc1-n1nnc(C(=O)Nc2ncc(Cc3ccccc3)s2)c1C | 87
CCOc1ccc(-c2cn3c(CC(=O)NCCc4ccc(OC)cc4)csc3n2)cc1 | 63
COc1cc(C(C)=O)ccc1OCC(O)CN1CCN(S(=O)(=O)c2ccccc2)CC1 (stereo not drawn) | 58
CC(=O)CSc1nnc(-c2ccccc2)n1-c1ccccc1 | 56
CCN1CCc2c(sc(NC(=O)c3ccc([N+](=O)[O-])s3)c2-c2nc3ccccc3s2)C1 | 65
NC(=O)C1CCN(C(=O)C(=O)c2cn(CC(=O)N3CCCC3)c3ccccc23)CC1 | 67
CCn1nc(C)cc1C(=O)Nc1ccc(F)cc1F | 69
C=CCSCC(=O)Oc1ccc(/C=N/NC(=O)c2ccncc2)cc1OC | 63
COc1cn(CC(=O)Nc2ccc(OC(F)(F)F)cc2)c(CO)cc1=O | 54
Cc1ccc(-n2ncc3c(C4CC4)nn(CC(=O)N4CCCC4)c(=O)c32)c(C)c1 | 65
CSc1nc(NC(C)C)c2cnn(CCNC(=O)c3cc(=O)c4ccccc4o3)c2n1 | 57
COCCNC(=O)C(NC(=O)c1ccc(F)cc1)C12CC3CC(CC(C3)C1)C2 (stereo not drawn) | 53
CCSc1ccccc1C(=O)Nc1cc(-c2cccs2)nn1-c1nc(C)c(C)c(=O)[nH]1 | 66
COc1ccc(CNC(=O)CS(=O)(=O)c2ccc(Cl)s2)cc1 | 67
O=C(O)c1ccc(NCCc2c[nH]c3ccccc23)c([N+](=O)[O-])c1 | 60
COc1ccc(NC(C)=O)c(NC(=O)c2ccc(Cl)cc2Cl)c1 | 50
CCCN(CCC)C(=S)NC(=O)c1cccc([N+](=O)[O-])c1 | 53
Cc1cc(NS(=O)(=O)c2ccc(NC(=S)NC(=O)/C=C/c3ccco3)cc2)no1 | 58
Cc1ccc2oc(C(=O)N3CCN(c4cccc(C(F)(F)F)c4)CC3)cc2n1 | 56
N#CC(O)c1ccccc1[N+](=O)[O-] (stereo not drawn) | 53
COc1cc(CO)c(-c2c[nH][nH]c2=O)cc1OC | 56
CC(=O)Nc1nnc(-c2c(-c3c(Cl)cccc3Cl)noc2C)o1 | 60
CNC(=O)Cc1cn(Cc2ccc(F)cc2)c2ccccc12 | 66
Nc1nc(C(F)(F)F)cc(=O)[nH]1 | 52
Cc1ccc(NC(=O)c2cc(S(=O)(=O)N3CCOCC3)ccc2O)c(C)c1 | 61
CN(C)CCOC(=O)NC1CC(=O)N(c2ccc(F)cc2)C1 (stereo not drawn) | 62
Cc1ccc(S(=O)(=O)CCN(CCS(=O)(=O)c2ccc(C)cc2)c2ncccn2)cc1 | 56

Remaining list, next part
molecule | RMI-FANCM inh
O=C(NNc1cccc(Cl)c1)C1CCCCC1 | 53
Cc1c(C)c(C)c(C(=O)CCc2cccc(N=Cc3cc(Cl)cc(Cl)c3O)c2)c(C)c1C | 40
O=C(CSc1nc(-c2cccc([N+](=O)[O-])c2)cs1)NCc1ccccc1 | 76
COc1ccc(-c2nc(NC(=O)CCS(=O)(=O)c3ccc(F)cc3)sc2C)cc1 | 53
O=C(Cc1nc(-c2ccncc2)n[nH]1)NCc1ccco1 | 58
O=C1c2cccc3c([N+](=O)[O-])ccc(c23)C(=O)N1Cc1cccnc1 | -13
CC1CC(C)CN(Cc2nc3c(c(=O)n(C)c(=O)n3C)n2CC(=O)C(C)(C)C)C1 (stereo not drawn) | 55

Some of the entries so far, with values ahead of the structure:
RMI-FANCM inh	compound
58	O=C(Cc1nc(-c2ccncc2)n[nH]1)NCc1ccco1
-13	O=C1c2cccc3c([N+](=O)[O-])ccc(c23)C(=O)N1Cc1cccnc1

Some of the entries so far, as labelled records.
SMILES: O=C(Cc1nc(-c2ccncc2)n[nH]1)NCc1ccco1
  RMI-FANCM inh = 58
SMILES: O=C1c2cccc3c([N+](=O)[O-])ccc(c23)C(=O)N1Cc1cccnc1
  RMI-FANCM inh = -13
SMILES: CC1CC(C)CN(Cc2nc3c(c(=O)n(C)c(=O)n3C)n2CC(=O)C(C)(C)C)C1 (stereo not drawn)
  RMI-FANCM inh = 55

Given with values ahead of the structure: entries from further up
| RMI-FANCM inh | smiles |
| --- | --- |
| 76 | O=C(CSc1nc(-c2cccc([N+](=O)[O-])c2)cs1)NCc1ccccc1 |
| 58 | O=C(Cc1nc(-c2ccncc2)n[nH]1)NCc1ccco1 |
| 53 | COc1ccc(-c2nc(NC(=O)CCS(=O)(=O)c3ccc(F)cc3)sc2C)cc1 |
| -13 | O=C1c2cccc3c([N+](=O)[O-])ccc(c23)C(=O)N1Cc1cccnc1 |
